# TbPYK inhibitor = qHTS of Trypanosoma Brucei Inhibitors | 410,000 compounds, 0.12% hits | Potency, µM (top dose mostly 76.8 µM), for the others: at the highest dose activity, negative = inhibition, usual class: inhibitors | pyruvate kinase (Trypanosoma brucei), Q57TT1 | TbPYK enzyme, Kinase-Glo Plus ATP luminescence, 45 min; also: nearly all actives have a fitted effect of over 50% in size
#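 TbPYK + substrate in 50 mM TEA pH 7.2, 100 mM KCl, 10 mM MgCl2, 0.05% BSA, 0.01% Tween-20; cpd pinned; ADP 130 uM final; 45 min RT; Kinase-Glo Plus 10 min; luminescence endpoint.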
# HCV inh = qHTS Assay for Inhibitors of Hepatitis C Virus (HCV); Huh7.5.1 HCVcc-Cre infection, luciferase reporter, 44 h; Potency, µM (doses to about 41.8 µM), for inactives: at the highest dose activity change, negative = inhibition, hits mostly inhibitors; 340,000 compounds, 3.4% hits
#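 Cells (1,000/well) were plated 4 h before compound, then infected with HCVcc-Cre virus (~0.5 moi). After 44 h further culture, infection was read as luciferase luminescence following a 15 min substrate incubation at room temperature.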
# Sm TGR inh = qHTS Assay for the Inhibitors of Schistosoma Mansoni Peroxiredoxins; Schistosoma mansoni thioredoxin glutathione reductase (TGR), Q962Y6; Potency, µM (doses to about 114 µM), for inactives: at the top dose activity change, negative = inhibition, actives largely listed as inhibitors; purified TGR, DTNB reduction, TNB absorbance 405 nm; 360,000 compounds, 3% hits; also: nearly all actives have a fitted effect of over 60% in size
#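 TGR 20 nM + NADPH 100 uM (dispensed conc.), cpd preinc 15 min RT; start with NADPH (500 uM addition) then DTNB (15 mM addition). Kinetic TNB absorbance, 405 nm filter. Four-parameter Hill fit across titration.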
# Pf growth 48h = Primary qHTS for delayed death inhibitors of the malarial parasite plastid, 48 hour incubation; AID 504832, 2011; Potency, µM (series often up to 28.7 µM), without a hit: at the highest dose activity change, negative = inhibition, usual class: inhibitors; 310,000 compounds, 5.9% hits; P. falciparum luciferase growth in erythrocytes, 48 h
#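 Luciferase-expressing P. falciparum in infected erythrocytes (2% hematocrit, 0.1% parasitemia final) in RPMI 1640/0.5% Albumax were exposed to compound for 48 hours at 37 C, 5% CO2; growth read as luminescence.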
# Pf growth 96h = Primary qHTS for delayed death inhibitors of the malarial parasite plastid, 96 hour incubation | P. falciparum luciferase reporter growth, 96 h | Potency, µM (highest dose often 28.7 µM), for inactives: at the top dose activity change, negative = inhibition, most hits filed as inhibitors | 320,000 compounds, 6.9% hits | AID 504834, 2011
#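 96 h incubation, 37 C, 5% CO2, of luciferase-reporter P. falciparum-infected RBCs (2% hematocrit, 0.05% parasitemia final) with test compounds; endpoint luminescence.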
# LmPK inhibitor = qHTS Assay for Inhibitors of Leishmania Mexicana Pyruvate Kinase (LmPK); Q27686; purified LmPK, Kinase-Glo ATP luminescence, 1 h; AID 1721, 2009; 290,000 compounds, 0.37% hits; Potency, µM (doses to about 57.5 µM), without a hit: at the top dose activity change, negative = inhibition, usual class: inhibitors
# Target sequence (Q27686 whole entry, looked up): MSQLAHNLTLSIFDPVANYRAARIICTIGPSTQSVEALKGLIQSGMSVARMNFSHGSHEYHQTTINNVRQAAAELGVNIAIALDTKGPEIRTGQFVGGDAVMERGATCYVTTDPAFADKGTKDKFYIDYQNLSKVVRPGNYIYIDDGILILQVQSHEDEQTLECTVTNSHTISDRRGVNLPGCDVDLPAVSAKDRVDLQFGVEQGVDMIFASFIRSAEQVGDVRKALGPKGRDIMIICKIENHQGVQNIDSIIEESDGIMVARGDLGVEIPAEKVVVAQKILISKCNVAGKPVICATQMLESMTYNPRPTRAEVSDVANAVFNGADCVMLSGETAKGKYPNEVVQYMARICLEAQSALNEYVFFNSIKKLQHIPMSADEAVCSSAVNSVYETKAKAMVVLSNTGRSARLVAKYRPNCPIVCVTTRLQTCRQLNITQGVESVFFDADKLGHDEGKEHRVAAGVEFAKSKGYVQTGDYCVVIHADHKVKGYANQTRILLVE
#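 qHTS format; LmPK 0.1 nM; substrates PEP 0.5 mM and ADP 0.1 mM. One-hour room-temperature incubation, then coupled luciferase luminescence; 0.5 nM enzyme wells mark activation.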
# Numbers without * were called inactive; ? = inconclusive; . = no result given; & = joins results of further samples; [ ] = another dose, or the depositor's remark. Calls follow the shape of the dose curve; as a rule, active = well fitted curve in the direction sought with a large enough effect; inconclusive = small, poorly fitted or top-dose-only effect, or another doubt; inactive = no such curve, though single readings can be large; an effect the other way counts as inactive or inconclusive. % is scaled to controls: 0 for no effect and ±100 for the full control effect; potency is read from the fitted curve at half-maximal effect.
no. | mol | TbPYK inhibitor | HCV inh | Sm TGR inh
1 | CN(C(=O)CSc1nc2[nH]ncc2c(=O)[nH]1)c1ccccc1 | 5% | -20%[8.37 µM] | 0%
2 | Cc1ccc(CN(C)C(=O)C2CCCN2C(=O)c2cccs2)o1 (stereo not given) | ? | 9% | 7.9µM*
3 | CCCCSc1nnc([C@H](CC(C)C)NC(=O)OC(C)(C)C)o1 | -8% | -8% | -1%
4 | CCOC(=O)C1=C(C)NC(=O)NC1c1c(C)nn(-c2ccccc2)c1Cl (stereo not given) | -10% | 9% | -6%
5 | COc1ccc(C2=NN(c3ccc(C(=O)O)cc3)C(c3ccc(OC)c(OC)c3)C2)cc1 (stereo not given) | 0% | 4% | -4%
6 | Cc1cc2c(NC3CCCCC3)ncnc2s1 | -6% | 10µM* | -13%
7 | CCOc1cccc(/C(O)=C2/C(=O)C(=O)N(CCN3CCOCC3)C2c2ccncc2)c1 (stereo not given) | . | . | .
8 | Cc1ccc(C2=NN(C(=O)CSc3nccn3C)C(c3ccco3)C2)cc1 (stereo not given) | 0% | ? | 53%[activator]
9 | COC(=O)c1cc(S(=O)(=O)NCCc2ccc(C)cc2)c[nH]1 | -2% | -4% | 6%
10 | O=C(Nc1ccc([N+](=O)[O-])cc1)C1CC12CCC2 (stereo not given) | -3% | -13% | 5%

no. | Pf growth 48h | Pf growth 96h | LmPK inhibitor
1 | 5% | 7% | .
2 | 7% | -7% | -4%
3 | ? | 9% | 8%
4 | ? | . | 5%
5 | 70%[activator] | 52%[activator] | 3%
6 | -15% | -19% | -2%
7 | 16% | 30%[activator] | 1%
8 | -2% | ? | 6%
9 | 28% | ? | 1%
10 | 32%[activator] | 14% | -2%

# More structures follow:
no. | mol | TbPYK inhibitor | HCV inh | Sm TGR inh
11 | CN1C(=O)c2c(sc3c2CC(C)(C)SC3)N2CCN=C12 | 6% | 11µM* | 3%
12 | COC(=O)c1ccc(C)c(NC(=O)CN(c2cc(OC)ccc2OC)S(C)(=O)=O)c1 | -5% | -12% | 0%
13 | CCOc1ccc(N2C(=O)CC(N3CCN(C4CCc5ccccc5C4)CC3)C2=O)cc1 (stereo not given) | 1% | -10% | 4%
14 | Cc1ccccc1/[N+]([O-])=C/c1ccncc1 | -14% | -6% | -8%
15 | O=C(Nc1ccc(S(=O)(=O)Nc2ncccn2)cc1)c1cc([N+](=O)[O-])ccc1Cl | 0% | 14% | -16%
16 | O=C(CSc1nnc(COc2ccc(Cl)cc2)o1)N1CCOCC1 | -9% | -11% | 6%
17 | N#CCSc1nnc(CNc2cccc(Cl)c2)o1 | 0% | -20% | 0%[11.4 µM]
18 | Cc1ccc(C(=O)C[n+]2cc(Br)cc(Br)c2)cc1[N+](=O)[O-] | -1% | ? | 32µM*
19 | Cc1cccc(N=C2NC(=O)/C(=C/c3cccnc3)S2)c1C | -12% | 15% | 14%
20 | COc1ccc(N2CCN(C(=O)c3ccc(CS(=O)c4cccc(C)c4)o3)CC2)cc1 (stereo not given) | -8%&1% | -15% | ?

no. | Pf growth 48h | Pf growth 96h | LmPK inhibitor
11 | 17% | . | 3%
12 | ? | 44%[activator] | 0%
13 | 4% | ? | -4%
14 | . | -8% | -7%
15 | -29% | ? | 6%
16 | -1% | ? | 8%
17 | . | . | 13%
18 | 9.3µM* | ? | -3%
19 | 13µM* | ? | 1%
20 | ? | ? | -11%

# (continued)
no. | mol | TbPYK inhibitor | HCV inh | Sm TGR inh
21 | O=C(N/N=C/c1ccc2cccc(OCc3ccccc3)c2n1)c1ccc(Br)cc1 | -4% | ? | -9%
22 | CCCCN(C(=O)C(C)N1C(=O)c2ccccc2C1=O)c1c(N)n(CC(C)C)c(=O)[nH]c1=O (stereo not given) | 3% | 23% | -7%
23 | CC(C)NCC(O)COc1ccc(Br)cc1 (stereo not given) | 8% | 7% | .
24 | Cc1nn(-c2ccccc2)c2c1C1(C(=O)N(C)c3ccccc31)C(C#N)=C(N)O2 (stereo not given) | -2% | -10% | -21%
25 | Nc1nc(CN2CCOCC2)cs1 | -17% | -1% | -22%
26 | CCOc1ccc(C(=O)CCN2CCOCC2)cc1 | -16% | 4% | 2.8µM*
27 | CC(C)NS(=O)(=O)c1ccc(CCC(=O)Nc2ccc3c(c2)OCO3)cc1 | 6% | -5% | -16%
28 | Cc1cccc(NC(c2ccc(O)cc2)c2ccc3ccc(C)nc3c2O)n1 (stereo not given) | 10% | ? | 0.35µM*
29 | COc1ccc2nc(NC(=O)CSc3nnnn3C3CCCCC3)sc2c1 | 12% | -4% | -1%
30 | COC(=O)C1=C(NC(=O)c2ccc(Br)cc2)CCS1 | -1% | -17% | -6%

no. | Pf growth 48h | Pf growth 96h | LmPK inhibitor
21 | -22% | -1% | 1%
22 | -1% | -19% | .
23 | ? | 3% | 0%
24 | ? | 17% | 0%
25 | 11% | . | -4%
26 | -10% | -16% | 3%
27 | . | ? | 10%
28 | . | 67%[activator] | 7%
29 | 4% | -9% | 7%
30 | 3% | 3% | 11%

# Other compounds.
no. | mol | TbPYK inhibitor | HCV inh | Sm TGR inh
31 | O=[N+]([O-])c1ccc(/C=N/Nc2nc(N3CCCCC3)nc(N3CCCCC3)n2)cc1 | 6% | ? | -33%
32 | CCOC(=O)C(=NCC1CCCO1)NNc1cc(Cl)ccc1Cl (stereo not given) | 4% | ? | ?
33 | CCc1c(C)nc(N)n2c(SCC(=O)N3CCN(c4ccccc4OC)CC3)nnc12 | . | . | -26%
34 | CCCN(Cc1ccccc1)C(=S)Nc1ccc(C(C)=O)cc1 | 2% | 10% | 5%
35 | CC(C)(C)NCC(O)Cn1cc(C=O)c2ccccc21 (stereo not given) | 5% | 14% | 10%
36 | COc1cc(C2=Nc3c(c(C)nn3-c3ccccc3)P(=O)(N3CCOCC3)O2)cc(OC)c1OC (stereo not given) | 0% | -2% | -18%
37 | Cn1nnc2cc(C(=O)Nc3cccnc3)ccc21 | -3% | -5% | 8%
38 | O=C(NNC(=O)c1cccnc1)c1ccncc1 | 4% | 11% | 2%
39 | CCOc1cccc(CN2CCCC(N3CCc4ccccc4C3)C2)c1O (stereo not given) | 1% | -22% | ?
40 | O=[N+]([O-])c1ccc(O)c(/C=N/NC(=S)Nc2ccc(Cl)cc2Cl)c1 | 8% | 19% | 8%

no. | Pf growth 48h | Pf growth 96h | LmPK inhibitor
31 | ? | 4% | 6%
32 | ? | 10µM* | 2%
33 | 16% | 29% | 3%
34 | 39%[activator] | -1% | 3%
35 | 11%[5.75 µM] | ? | 0%
36 | ? | -6% | 2%
37 | 29% | . | -4%
38 | 8% | 48%[activator] | -4%
39 | 1.7µM* | -19% | -4%
40 | 2.1µM* | 0.83µM* | 4%

# (listing goes on)
no. | mol | TbPYK inhibitor | HCV inh | Sm TGR inh
41 | Cc1ccc(-c2ocnc2C(=O)N2CCOCC2)cc1 | 2% | -9% | -6%
42 | CC(C)C(=O)NC(=S)Nc1ccc(CN2CCOCC2)cc1 | 6% | 12% | 27%
43 | Cc1nnc(NC(=O)CSc2nnc(-c3ccc(S(=O)(=O)N4CCCC4)cc3)n2C)s1 | -4% | 4%&9% | -26%
44 | C=CCn1c(SCC(C)=O)nnc1-c1ccc2ncccc2c1 | -10% | 16% | 1%
45 | COc1ccc(CN2CCNC(=O)C2CC(=O)N(C)Cc2ccncn2)c(OC)c1 (stereo not given) | -3% | 16% | 0%
46 | Cc1ccc(-c2nnn(CC(=O)N(CC(=O)NCC3CCCO3)c3ccc(F)c(Cl)c3)n2)o1 (stereo not given) | 0% | 3% | 0%
47 | Cc1ccc(OCC(=O)N(C)CC(=O)NCc2ccco2)c(Br)c1 | -1% | 1% | -31%
48 | CN(C)c1ccc(/C=C(\C#N)c2ccccc2)cc1 | -3% | ? | 6%
49 | O=C(COC(=O)C1CCN(S(=O)(=O)c2cccs2)CC1)c1cc2ccccc2o1 | -1% | 6%&3% | -25%
50 | CCc1cccc(CC)c1NC(=O)CN1CCN(c2ccccc2)CC1 | -12% | 0% | -22%

no. | Pf growth 48h | Pf growth 96h | LmPK inhibitor
41 | 3% | ? | 5%
42 | 40%[activator] | ? | -5%
43 | ? | ? | -1%
44 | 19% | 0% | -6%
45 | -18% | 10% | -1%
46 | -11% | ? | 5%
47 | ? | 2% | .
48 | 350%[activator] | 138%[activator] | 0%
49 | ? | ? | 7%
50 | -19% | -1% | -11%

# (list continues)
no. | mol | TbPYK inhibitor | HCV inh | Sm TGR inh
51 | COc1ccc(CCN2C(=NC(=O)C(C)C)SC3CS(=O)(=O)CC32)cc1 (stereo not given) | 1% | 3% | 1%
52 | COc1ccc(-c2nn(-c3ccccc3)cc2/C=C\C(=O)N2CCOCC2)cc1[N+](=O)[O-] | -5% | -5% | .
53 | Cc1nc(N2CCN(C)CC2)c2c(C)c(C(=O)Nc3ccc(C)c(F)c3)sc2n1 | 5% | 8.9µM* | 0%
54 | CC(C)[N+](C)(C)CC(O)CN(c1ccccc1)c1ccccc1 (stereo not given) | -8% | 0% | -31%
55 | Nc1c2c(nc3sc4c(c13)CCCCC4)CCCCC2 | 1% | ? | 3%
56 | COc1ccccc1-n1ccnc1SCC(=O)NCc1ccco1 | -3% | 26% | ?
57 | CC(=O)Nc1cccc(C(=O)OCC(=O)Nc2nnc(-c3ccccc3)o2)c1 | 6% | 8% | 0%
58 | CC(/C=C/C=C/c1ccccc1)=N/NC(=O)c1ccc2c(c1)OCCO2 | -23% | -15% | -18%
59 | CCOc1ccccc1N1CC(C(=O)NCCOc2ccccc2OC)CC1=O (stereo not given) | -6% | 1% | -24%
60 | CCN(CC)S(=O)(=O)c1ccc(C(=O)NCCN2C(=O)S/C(=C\c3cccnc3)C2=O)cc1 | -1% | 18% | -13%
61 | COCC(=O)N1CCCC(C(=O)c2ccc(Oc3ccccc3)cc2)C1 (stereo not given) | 2% | -4% | 0%
62 | O=C(O)[C@@H]1CSCN1 | -2% | . | .
63 | Cc1cc(C(=O)NC2CCCc3c2cnn3-c2ccc(C)c(C)c2)no1 (stereo not given) | 13% | ? | 6%

no. | Pf growth 48h | Pf growth 96h | LmPK inhibitor
51 | 9% | 16% | -4%
52 | 20% | ? | 1%
53 | . | ? | -1%
54 | -1% | -24% | -1%
55 | 151%[activator] | 109%[activator] | -14%
56 | ? | 10µM* | -4%
57 | 5% | 0% | .
58 | 26% | 0% | -1%
59 | 0% | -15% | -8%
60 | -20% | -24% | 4%
61 | -25% | -5% | -2%
62 | -6% | -15% | .
63 | -19% | -8% | 3%

# Pulled by compound from above (5):
no. | mol | TbPYK inhibitor | HCV inh | Sm TGR inh
58 | CC(/C=C/C=C/c1ccccc1)=N/NC(=O)c1ccc2c(c1)OCCO2 | -23% | -15% | -18%
61 | COCC(=O)N1CCCC(C(=O)c2ccc(Oc3ccccc3)cc2)C1 (stereo not given) | 2% | -4% | 0%
56 | COc1ccccc1-n1ccnc1SCC(=O)NCc1ccco1 | -3% | 26% | ?
60 | CCN(CC)S(=O)(=O)c1ccc(C(=O)NCCN2C(=O)S/C(=C\c3cccnc3)C2=O)cc1 | -1% | 18% | -13%
54 | CC(C)[N+](C)(C)CC(O)CN(c1ccccc1)c1ccccc1 (stereo not given) | -8% | 0% | -31%

no. | Pf growth 48h | Pf growth 96h | LmPK inhibitor
58 | 26% | 0% | -1%
61 | -25% | -5% | -2%
56 | ? | 10µM* | -4%
60 | -20% | -24% | 4%
54 | -1% | -24% | -1%
